EPAC2 agonist: EPAC2 (human) agonism. Q8WZA2. EPAC2 activation, biochemical qHTS; response scale: 100% = 6.5 mM cAMP response. Potency, µM (highest dose often 154 µM), inactives show at the highest dose activation, actives largely listed as activators. 360,000 compounds, 0.079% hits; note: potency is the fitted concentration of half-maximal effect; nearly all actives have a fitted effect of over 50% in size
Target sequence (Q8WZA2 whole entry, looked up): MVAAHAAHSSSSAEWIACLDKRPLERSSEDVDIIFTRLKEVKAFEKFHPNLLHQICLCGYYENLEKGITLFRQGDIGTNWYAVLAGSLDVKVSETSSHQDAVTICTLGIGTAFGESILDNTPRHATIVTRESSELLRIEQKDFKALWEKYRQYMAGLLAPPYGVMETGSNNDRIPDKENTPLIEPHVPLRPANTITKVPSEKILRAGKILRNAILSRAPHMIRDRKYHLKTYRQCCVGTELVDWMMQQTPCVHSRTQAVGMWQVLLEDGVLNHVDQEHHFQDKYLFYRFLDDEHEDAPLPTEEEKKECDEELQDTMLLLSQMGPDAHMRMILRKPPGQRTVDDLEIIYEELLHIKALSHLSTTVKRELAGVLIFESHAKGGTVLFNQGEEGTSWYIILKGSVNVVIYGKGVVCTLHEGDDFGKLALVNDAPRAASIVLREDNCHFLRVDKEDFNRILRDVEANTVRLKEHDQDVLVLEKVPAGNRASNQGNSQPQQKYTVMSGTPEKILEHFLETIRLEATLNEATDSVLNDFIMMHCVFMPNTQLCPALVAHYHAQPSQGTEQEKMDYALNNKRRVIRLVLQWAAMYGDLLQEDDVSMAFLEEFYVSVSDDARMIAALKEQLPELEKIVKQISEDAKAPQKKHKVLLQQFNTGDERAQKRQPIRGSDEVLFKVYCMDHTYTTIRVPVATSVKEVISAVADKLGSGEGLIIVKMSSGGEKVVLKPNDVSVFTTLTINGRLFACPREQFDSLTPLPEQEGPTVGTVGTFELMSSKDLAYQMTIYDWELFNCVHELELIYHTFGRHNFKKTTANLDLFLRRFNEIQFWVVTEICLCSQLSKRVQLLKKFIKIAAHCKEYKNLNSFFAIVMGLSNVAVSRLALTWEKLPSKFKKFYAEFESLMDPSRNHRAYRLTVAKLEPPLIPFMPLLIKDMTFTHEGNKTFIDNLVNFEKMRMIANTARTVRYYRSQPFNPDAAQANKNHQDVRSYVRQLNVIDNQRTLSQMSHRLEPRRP
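qHTS, titration series. 100 nM EPAC2 / 250 nM Rap1B-BODIPY-GDP / 50 uM GDP; RT; ex 480/em 540 nm, 5-min reads to 30 min. Norm. to 6.5 mM cAMP = activation.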
PLK1 PBD block: PLK1 (human) polo-box domain binding inhibition. P53350. Plk1 PBD binding of FITC phosphopeptide, fluorescence polarization. Potency, µM, inactives show max response, negative = inhibition, hits mostly inhibitors. 360,000 compounds, 2.8% hits. AID 720504; note: potency is the fitted concentration of half-maximal effect; series mostly up to about 57 µM; % is set by controls: 0 for no effect and ±100 for the full control effect; nearly all actives have a fitted effect of over 65% in size
EPAC1 agonist: EPAC1 (human) agonism; O95398; EPAC1 agonist qHTS, biochemical assay; response scale: 100% = response to 6.5 mM cAMP; Potency, µM (doses to about 154 µM), without a hit: at the highest dose activation, most hits filed as activators; 360,000 compounds, 0.073% hits; AID 720707; note: potency is the fitted concentration of half-maximal effect; nearly all actives have a fitted effect of over 60% in size
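Read-out is the fluorescence drop as BODIPY-GDP leaves Rap1B (480 nm excitation, 540 nm emission), recorded every 5 minutes over 30 minutes. Reactions held 100 nM EPAC1, 250 nM Rap1B–BODIPY-GDP and 50 uM GDP, with 6.5 mM cAMP setting full activation.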
WRN helicase inh: inhibitors of human WRN helicase. WRN helicase unwinding, fluorescent forked duplex, kinetic. Q14191. 360,000 compounds, 0.46% hits. Potency, µM (doses to about 114 µM), inactives show at the top dose activity change, negative = inhibition, hits mostly inhibitors; note: potency is the fitted concentration of half-maximal effect; % is set by controls: 0 for no effect and ±100 for the full control effect; nearly all actives have a fitted effect of over 55% in size
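Primary qHTS, 1536-well format. 20 nM WRN + compound, 15 min RT; start with 100 nM forked fluorophore/quencher duplex, 2 mM ATP (final); kinetic read ex 525/em 598 nm.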
PI5P4K alpha inh: PI5P4K alpha (human) kinase inhibition | max response, % | PI5P4Kalpha enzyme, ADP-Glo luminescence, 60 min; hits give low values | 330,000 compounds, 1.2% hits; active = max response of -50% or lower; inconclusive = between -30% and -50%; inactive = -30% or higher; note: value at the top dose of about 77 µM; % is set by controls: 0 for no effect and ±100 for the full control effect
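Luminescence from ADP-Glo served as readout of PI5P4Kalpha activity in a qHTS format. Reaction: enzyme, substrate, compound, ATP at 5 microM final, 60 min at RT.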
IL-2 act: activators of IL-2; IL-2 activation reporter assay, cell-based qHTS; stimulated with anti-CD3/CD4/CD28 beads; in transgenic mouse T cells; activation, % (series mostly up to about 46 µM); 360,000 compounds, 0.065% hits; AID 652025; in the data active = activation above about 50%; inconclusive = mostly about 30% to 49%; note: 0% is about no effect
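EGFP and DsRed fluorescence is measured by plate cytometry in unstimulated transgenic mouse T cells exposed to compound for 60 minutes, then stimulated 18 hours at 37 degrees C with anti-CD3/anti-CD4 beads plus anti-CD28.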
EPAC1 antagonist: antagonists of human EPAC1 | Potency, µM (top dose mostly 115 µM), for inactives: top-dose activity change, negative = inhibition, actives largely listed as inhibitors | 360,000 compounds, 0.14% hits | AID 720709 | EPAC1 GEF assay, Rap1b-BODIPY-GDP exchange fluorescence | O95398;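 note: potency is the fitted concentration of half-maximal effect; plate controls were vehicle for no effect and positive control for full effect; nearly all actives have a fitted effect of over 50% in size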
CCT chaperon mod: changes cytosolic chaperonin activity; purified chaperonin ATPase assay, HTRF ADP detection, 30 min; activity change, % (concentration not given with the values), hits read low; 360,000 compounds, 0.3% hits; AID 651819; in the data active = activity change below about -30%; note: % is set by controls: 0 for no effect and ±100 for the full control effect
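First, chaperonin was dispensed at 40 nM or 20 nM final depending on batch activity. Next, compounds were pinned at 76 uM and ATP added at 10 uM. After 30 min at 37 °C, ADP detection reagents ran 30 min at ambient temperature.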
An asterisk follows results filed as active; ? = inconclusive; . = no result given; [ ] = remark or other dose. Unless noted, calls come from the whole dose curve; as a rule, active = well fitted curve in the direction sought with a large enough effect; inconclusive = small, poorly fitted or top-dose-only effect, or another doubt; inactive = no such curve, though single readings can be large; an effect the other way counts as inactive or inconclusive. Not all compounds are listed; count on the stated rates, not on these rows.

SMILES	EPAC2 agonist	PLK1 PBD block	EPAC1 agonist	WRN helicase inh	PI5P4K alpha inh	IL-2 act	EPAC1 antagonist	CCT chaperon mod
CCN(CC)S(=O)(=O)c1cc(C(=O)Oc2cccc(-c3cnc4ccccc4n3)c2)ccc1Br	-82%[inhibitor][15.6 µM]	-3%	1%	3%	-2	-0.5	4%	-13
Cn1c(C(=O)O)ccc1S(=O)(=O)N(Cc1ccccc1)Cc1ccccc1	2%	4%	13%	-3%	1	-0.3	2%	0.4
CCN(CC)C(=O)C1=C(C)N(CCCN2CCCC2=O)C(=O)C(CC(=O)NC2CC2)C1 (stereo unspecified)	6%	-1%	-12%	2%	1	1.2	-9%	0.2
COc1ccc(NC(=S)NC(=O)Cc2ccccc2)cc1	13%	-1%	2%	-1%	1	0.2	3%	0.5
CCCn1cc(CN2CCC(Cc3cccc(F)c3)(C(=O)OCC)CC2)c(C)n1	-5%	-10%	-4%	2%	-4	-4.4	-13%	0.8
O=C(N/N=C/C=C/c1ccco1)c1cccs1	2%	-16%	1%	-9%[11.6 µM]	?	0.3	-3%	-0.1
CC(Sc1nc2c([nH]c3ccccc32)c(=O)n1C)c1ccccc1 (stereo unspecified)	-8%	-2%	5%	0%	2	-0.5	-1%	1.1
CSc1cccc(NC(=O)c2cc(S(=O)(=O)N3CCc4ccccc43)cn2C)c1	14%	-3%	-15%	-5%	3	-4.2	-5%	0.0
CCOC(=O)c1[nH]c(C)c(C(=O)N2CCN(C(=O)c3ccco3)CC2)c1C	13%	0%	-2%	-4%	.	-2.6	-9%	-0.4
CCC(C(=O)NC1CCCC1)N(C(=O)Cn1nnc(-c2ccc(C)o2)n1)C(C)(C)C (stereo unspecified)	5%	-12%	-3%	-1%	.	-0.8	-3%	1.7
CC1CCN(S(=O)(=O)c2cn(CC(=O)N3CCN(C)CC3)c(=O)c3ccccc23)CC1	7%	-2%	-7%	0%	-3	3.9	4%	0.5
CC(=O)c1cccc(NC(=O)c2ccc3c(=O)n4c(nc3c2)CCCCC4)c1	-2%	6%	0%	10%	-5	0.7	-8%	-0.3
COc1ccc(-c2cc(C(=O)NCc3ccco3)no2)cc1OC	-9%	-13%	1%	9%	-3	-0.8	14%	-1.1
CC(O)c1nc2ccccc2n1C(C)c1ccccc1 (stereo unspecified)	8%	-9%	9%	0%	6	0.1	-11%	-2.8
COc1ccc(CNC(=O)C2=CC(c3ccc(OC)c(OC)c3)=NS(=O)(=O)N2C)cc1	8%	-6%	17%	-6%	-12	-2.3	-18%	-2.6
O=C(O)CC(NC(=O)C(c1ccccc1)c1ccccc1)c1cccc([N+](=O)[O-])c1 (stereo unspecified)	-3%	-9%	3%	0%	0	-0.6	?	0.7
CN(C)c1nn(C(=O)Nc2cccc(C(F)(F)F)c2)cc1-c1ccccc1	-5%	1%	5%	4%	.	-0.5	3%	-3.4
O=S(=O)(Cc1nnnn1-c1ccccc1)c1ccc(F)cc1	6%	1%	-11%	1%	-1	-1.3	-5%	-2.6
CCO[C@@H]1OC(C(=O)O)=C[C@H](c2ccccc2)[C@H]1CCCO	-1%	-5%	-7%	-2%	-1	0.7	-7%	-2.0
CC(C)OCCCNC(=O)CN1CCN(Cc2ccc(Cl)cc2)C1=O	8%	-2%	-4%	10%	13	-5.0	-2%	-2.6
CCOC(=O)CN(c1ccccn1)S(=O)(=O)c1ccccc1	-4%	0%	0%	1%	3	-0.6	0%	-1.7
NC(=O)c1ccsc1NC(=O)CSc1n[nH]c(N)n1	4%	-6%	-2%	-16%	7	2.6	-3%	1.7
Cc1ccc(C(C)C)cc1OCC(=O)NNC(=O)Nc1ccccc1	-4%	-2%	-2%	12%	4	-0.2	3%	1.7
Cc1ccc(S(=O)(=O)/N=S(\C)CC2CC2(Cl)Cl)cc1 (stereo unspecified)	7%	-5%	2%	0%	.	-0.2	8%	0.1
CC(C)c1ccc(NS(=O)(=O)c2ccc(-n3cccn3)cc2)cc1	9%	-8%	-2%	-9%	-8	-4.0	0%	-0.3

Remaining list, next part:
SMILES	EPAC2 agonist	PLK1 PBD block	EPAC1 agonist	WRN helicase inh	PI5P4K alpha inh	IL-2 act	EPAC1 antagonist	CCT chaperon mod
Cc1ccc2nc(-c3ccccc3)cc(C(=O)NNC(=O)c3csc(N4CCOCC4)n3)c2c1	5%	-2%	3%	-7%	-8	-1.7	6%	-3.4
O=C(NCc1cccs1)C(NS(=O)(=O)c1cccc2nsnc12)c1ccccc1 (stereo unspecified)	3%	-11%	0%	12%	0	-2.0	-17%	-1.2
CC(O)[C@@H](C(=O)N1CCNCC1)n1cc(CCCCN)nn1 (stereo partly specified)	4%	-14%	-6%	-4%	-4	-0.3	3%	-1.5
Oc1c(Br)cc(C2N=C(c3ccccc3Cl)NO2)cc1Br (stereo unspecified)	-5%	-9%	12%	-9%	?	-0.4	10%	-0.9
C=CCO/N=C(\C)c1c(O)c(C)c(-c2ccccc2)n(-c2ccccc2)c1=O	-6%	-2%	-5%	3%	-9	0.0	5%	-1.2
Cc1ccn2cc(CCNC(=O)CC3CCCCC3)nc2c1	12%	-11%	1%	8%	-13	0.4	-15%	-12
CC1(C)CC(=O)c2sc(NS(=O)(=O)c3ccc(Br)cc3)nc2C1	8%	-10%	7%	-6%	0	1.0	-2%	0.1
COCCOC(=O)C1=C(N)Oc2c(oc(CO)cc2=O)C1c1ccccc1F (stereo unspecified)	9%	-5%	3%	-1%	.	-2.0	-3%	-2.0
COC(=O)C1=CN(C)C=C(C(=O)OC)C1c1ccc(Cl)cc1Cl	-10%	2%	2%	-5%	-1	-3.3	7%	0.7
CCc1nnc(NC(=O)C2Cc3ccccc3CN2S(=O)(=O)CC)s1 (stereo unspecified)	0%	-3%	11%	-4%	9	-0.8	0%	2.8
COc1ccc(CNC(=O)c2cc3c(=O)n4ccccc4nc3n(CC3CCCO3)c2=N)cc1 (stereo unspecified)	-5%	-1%	6%	7%	.	1.0	7%	1.4
CCOc1ccc(OCCC(=O)NNC(=O)c2cc(OC)c(OC)c(OC)c2)cc1	7%	-5%	20%	-6%	-15	1.2	-3%	-0.9
CC1=CC(C)(C)n2c(O)c(C3=NC(=S)NC3=O)c3cc(OC(=O)c4cccc5ccccc45)cc1c32	-7%	-7%	-4%	7%	-12	-3.3	7%	-0.6
O=C(Nc1nccs1)c1ccc(Cl)nc1	13%	2%	4%	-2%	-1	0.5	6%	-3.0
CC(NC(=O)c1cc(F)c(F)c(F)c1F)c1ccc(-n2ccnc2)cc1 (stereo unspecified)	2%	3%	-6%	3%	-2	-3.0	6%	0.0
C/C(=N\NC(N)=S)c1ccccc1	14%	?	8%	7%	3	-4.2	3%	-2.0
Cc1cccc(C)c1NS(=O)(=O)c1ccc(-c2cnc(C3CC3)o2)cc1	7%	3%	10%	-10%	5	-0.7	-15%	1.0
O=C(CN1C(=O)NC2(CCOc3ccccc32)C1=O)Nc1cccc(Cl)c1 (stereo unspecified)	7%	-1%	-1%	-10%	10	-1.5	-16%	-1.5
CCN1CCN(c2cc(C)c3cc(NC(=S)N4CCCC4)ccc3n2)CC1	4%	-4%	3%	-5%[57.1 µM]	1	1.9	-21%	-4.8
C[C@@H](C(=O)NCCc1ccccc1F)N1C(=O)N2CCc3c([nH]c4ccccc34)[C@@]2(C)C1=O	5%	-2%	-11%	2%	1	-0.1	-9%	-2.8
Cc1ccc(-n2nc3cc(C)c(N)cc3n2)cc1	4%	-16%	1%	-6%	-4	1.5	-10%	-2.0
COc1ccc(C2c3[nH]c4ccccc4c3CCN2Cc2ccoc2)c(F)c1 (stereo unspecified)	10%	2%	13%	-9%	8	0.7	1%	0.5
Cc1ccc(CNS(=O)(=O)NCc2ccc(Cl)cc2)cc1	3%	-6%	-7%	-2%	-3	1.3	4%	1.8
Cc1cc2ccccc2c(=O)n1CC(=O)NCC1COc2ccccc2O1 (stereo unspecified)	3%	2%	-1%	-3%	1	1.8	-14%	0.6
O=C(Cn1nnc(-c2ccccc2F)n1)Nc1ccc2c(c1)OCCO2	-4%	7%	-4%	2%[57.1 µM]	0	-0.6	-10%	-0.5
Cn1c(CCC(=O)Nc2ccc(N3CCOCC3)cc2)nc(=O)c2ccccc21	5%	1%	-1%	-3%	7	1.7	1%	-1.0
COc1ccc(-n2c3c(c(=O)[nH]c2=O)C(NS(=O)(=O)c2ccc(Cl)cc2)(C(F)(F)F)C(=O)N3)cc1 (stereo unspecified)	3%	-2%	-1%	-12%	-8	-2.2	5%	1.0

Retrieved by structure from the entries so far (4):
SMILES	EPAC2 agonist	PLK1 PBD block	EPAC1 agonist	WRN helicase inh	PI5P4K alpha inh	IL-2 act	EPAC1 antagonist	CCT chaperon mod
O=C(NCc1cccs1)C(NS(=O)(=O)c1cccc2nsnc12)c1ccccc1 (stereo unspecified)	3%	-11%	0%	12%	0	-2.0	-17%	-1.2
C=CCO/N=C(\C)c1c(O)c(C)c(-c2ccccc2)n(-c2ccccc2)c1=O	-6%	-2%	-5%	3%	-9	0.0	5%	-1.2
CC(O)[C@@H](C(=O)N1CCNCC1)n1cc(CCCCN)nn1 (stereo partly specified)	4%	-14%	-6%	-4%	-4	-0.3	3%	-1.5
Cc1ccc2nc(-c3ccccc3)cc(C(=O)NNC(=O)c3csc(N4CCOCC4)n3)c2c1	5%	-2%	3%	-7%	-8	-1.7	6%	-3.4

Profiles as entered above. Order of screens: EPAC2 agonist, PLK1 PBD block, EPAC1 agonist, WRN helicase inh, PI5P4K alpha inh, IL-2 act, EPAC1 antagonist, CCT chaperon mod
Oc1c(Br)cc(C2N=C(c3ccccc3Cl)NO2)cc1Br (stereo unspecified) as listed: -5%, -9%, 12%, -9%, ?, -0.4, 10%, -0.9
Cc1ccc(-n2nc3cc(C)c(N)cc3n2)cc1 as listed: 4%, -16%, 1%, -6%, -4, 1.5, -10%, -2.0
COc1ccc(CNC(=O)c2cc3c(=O)n4ccccc4nc3n(CC3CCCO3)c2=N)cc1 (stereo unspecified) as listed: -5%, -1%, 6%, 7%, ., 1.0, 7%, 1.4
C=CCO/N=C(\C)c1c(O)c(C)c(-c2ccccc2)n(-c2ccccc2)c1=O as listed: -6%, -2%, -5%, 3%, -9, 0.0, 5%, -1.2
Cc1cccc(C)c1NS(=O)(=O)c1ccc(-c2cnc(C3CC3)o2)cc1 as listed: 7%, 3%, 10%, -10%, 5, -0.7, -15%, 1.0

Screening data (PubChem BioAssay)
